# BRCA1 expr act: qHTS Assay to Identify Small Molecule Activators of BRCA1 Expression. AID 624202, 2012. Potency, µM (series often up to 46.1 µM), inactives show at the highest dose activation, actives largely listed as activators. 1.1% of 380,000 active. MCF7-BRCA1-FFLuc reporter, luminescence, 48 h; response scale: scaled: vehicle 0%, 10 µM genistein 100%; active = well fitted activation curve with a large enough effect; inconclusive = small, poorly fitted or top-dose-only effect; inactive = no such curve, though single readings can be large or run the other way; note: nearly all actives have a fitted effect of over 80% in size; some results filed as inactive show a strong effect at the top dose
#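 Luminescence from a BRCA1-driven firefly luciferase in MCF7 cells was the read-out, taken 15 min after substrate addition following 48 h compound exposure at 37 °C. Data were normalized to a 10 microM genistein control and DMSO vehicle.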
# Active calls of the source: *; ? = inconclusive. Potency is the fitted concentration of half-maximal effect.
SMILES,BRCA1 expr act
Cn1nnc2c(N3CCN(Cc4ccccc4)CC3)ncnc21,24%
Clc1cccc(CNc2ccn3nc(-c4ccccc4)cc3n2)c1,25%
OC(c1ccccc1)c1nc(-c2ccc(Cl)cc2)cs1 (stereo not given),98%
CCCN1CNc2c(c(=O)[nH]c(=S)n2CCc2ccc(Cl)cc2Cl)C1,-5%
COc1cccc(CNC(=O)[C@@H]2CCCN2C(=O)[C@H]2CCCCN2)c1,4%
Cc1ccc(Cl)c2sc(N3CCN(C(=O)C4CC4)CC3)nc12,-8%
COc1cc2c(NC3CCN(C)CC3)nc(N3CCCN(C)CC3)nc2cc1OCCOCCN1CCCC1,7%
CCNC(=O)C1(C)CCN(C(=O)c2cc(F)cc(F)c2)C1 (stereo not given),24%
CCOC(=O)C1=C[C@@H](CC)N(S(=O)(=O)c2ccc([N+](=O)[O-])cc2)[C@H]1c1ccccc1,-8%
CC(C)(C)NC(=O)C1c2ccccc2OCC(=O)N1CC(F)(F)F (stereo not given),0%
CC1(C(=O)NS(=O)(=O)C2CC2)CCCN(C(=O)c2ccc3c(c2)OCO3)C1 (stereo not given),-1%
Cc1ccc(NC(=O)Cn2c(=O)n(Cc3ccc4c(c3)OCO4)c(=O)c3ccccc32)c(C)c1,2%

# Continued, starting with the last 4 of the part before.
SMILES,BRCA1 expr act
CCOC(=O)C1=C[C@@H](CC)N(S(=O)(=O)c2ccc([N+](=O)[O-])cc2)[C@H]1c1ccccc1,-8%
CC(C)(C)NC(=O)C1c2ccccc2OCC(=O)N1CC(F)(F)F (stereo not given),0%
CC1(C(=O)NS(=O)(=O)C2CC2)CCCN(C(=O)c2ccc3c(c2)OCO3)C1 (stereo not given),-1%
Cc1ccc(NC(=O)Cn2c(=O)n(Cc3ccc4c(c3)OCO4)c(=O)c3ccccc32)c(C)c1,2%
O=C1NC[C@@H](CCCCN2CCN(CCc3ccccc3)C(=O)C2=O)N(Cc2ccccc2)C1=O,8%
Cc1ccccc1-c1ccc(CN2C(C(C)C)C(=O)N(Cc3cn(CCC4OCCO4)nn3)CCS2(=O)=O)cc1 (stereo not given),-40%
COc1ccc2c(c1)c1c(c(=O)n(-c3ccccc3)c(=O)n1CC(=O)NCc1ccc(C)cc1)n2C,-3%
Cc1ccc(C(O)c2ncc(-c3ccccc3Cl)[nH]2)cc1F (stereo not given),-6%
COCc1cc(C)nc2c1C(=O)NC(c1ccc(NC(C)=O)cc1)N2Cc1ccccc1 (stereo not given),-11%
O=C(Cn1c(SCc2cccc(F)c2)nc2ccncc21)Nc1ccc(Cl)cc1F,0%
Cc1cc2nc(-c3cccc(Br)c3)c(Cc3ccsc3)n2c(C)c1Br,-15%
N#Cc1ccc(S(=O)(=O)N2CCN(c3nc(-c4ccccc4)nc4ccccc34)CC2)cc1,-8%
CCN1C(=O)c2ccccc2S(=O)c2ccc(C(=O)N3CCN(c4cccc(C)c4)C(C)C3)cc21 (stereo not given),-21%
CN1CCCC1(C)C(=O)NCc1ccc(F)cc1Cl (stereo not given),1%
CCOc1ccc(NC(=O)c2ccc3c(SCC(=O)O)c4c(nc3c2)CCC4)cc1,6%
O=C(NCc1ccc(Cl)c(Cl)c1)c1cc(C2CCCCN2C(=O)C2CCCCC2)on1 (stereo not given),-58%

# In the list so far, eight have a Cl atom:
SMILES,BRCA1 expr act
Clc1cccc(CNc2ccn3nc(-c4ccccc4)cc3n2)c1,25%
OC(c1ccccc1)c1nc(-c2ccc(Cl)cc2)cs1 (stereo not given),98%
CCCN1CNc2c(c(=O)[nH]c(=S)n2CCc2ccc(Cl)cc2Cl)C1,-5%
Cc1ccc(Cl)c2sc(N3CCN(C(=O)C4CC4)CC3)nc12,-8%
Cc1ccc(C(O)c2ncc(-c3ccccc3Cl)[nH]2)cc1F (stereo not given),-6%
O=C(Cn1c(SCc2cccc(F)c2)nc2ccncc21)Nc1ccc(Cl)cc1F,0%
CN1CCCC1(C)C(=O)NCc1ccc(F)cc1Cl (stereo not given),1%
O=C(NCc1ccc(Cl)c(Cl)c1)c1cc(C2CCCCN2C(=O)C2CCCCC2)on1 (stereo not given),-58%

# Next entries
SMILES,BRCA1 expr act
O=C(NCCc1ccc(Cl)cc1)c1ccc2c(c1)N(Cc1c(F)cccc1Cl)C(=O)CS2,-15%
O=C(Nc1cccc(OC(F)(F)F)c1)C1Cc2c(-c3ccco3)ccnc2O1 (stereo not given),-14%
O=C(NCc1ccco1)c1cccc2c(-c3ccc(F)c(F)c3)coc12,?
COc1cc2c(NC3CCN(C)CC3)nc(N3CCCN(C)CC3)nc2cc1OCCCCN,?
COc1ccc2[nH]cc(CCNC(=O)/C=C/[C@H]3O[C@@H](n4cnc5c(NC(=O)c6ccccc6)ncnc54)[C@H](O)[C@@H]3O)c2c1,3%
CCCCCCC=C1CCC(CN2CCCC2)C1=O (stereo not given),5%
CCc1nc2c(OCCOc3ccc(F)cc3)cccn2c1N(C)C(=O)c1cccs1,-1%
O=C(c1cc2cc3ccc(Cl)cc3nc2o1)N1CCN(c2cccc(Cl)c2)CC1,-1%
COc1ccc(OCCN2CCC(C(=O)NC(c3ccc(Cl)cc3)c3cccnc3)CC2)cc1 (stereo not given),0%
Cn1c(=O)cc(OCC(=O)N2CCN(c3ccc(F)cc3)CC2)c2ccccc21,5%
CCn1c(CNC(=O)C23CC4CC(CC(C4)C2)C3)nnc1SCC(=O)Nc1ccccc1,-8%
COc1ccc(CNC(=O)CSc2nc(-c3ccc(OC)cc3)cc(C(F)(F)F)n2)cc1,-16%
COc1ccc(-c2noc(CCC(=O)NCc3ccc(OC)cc3OC)n2)cc1,3%
COc1cccc(NC(=O)Cn2c(=O)n(CCC(=O)NCCc3ccc(Cl)cc3)c(=O)c3ccccc32)c1,10%
NC(c1csc(NC(=O)Nc2cccc(Cl)c2)n1)c1ccccc1Cl (stereo not given),2%
CCN1C(=O)C2(c3ccccc31)c1c(oc3ccc(C)cc3c1=O)C(=O)N2CCCOC(C)C (stereo not given),10%
CN(Cc1ccc(Cl)cc1)C(C(=O)NC1CCCCC1)c1cc2ccccc2o1 (stereo not given),-15%
Cc1ccc(C)c(NC(=O)Cn2c(=O)n(Cc3ccc4c(c3)OCO4)c(=O)c3ccc(C(=O)NC4CCCCC4)cc32)c1,11%
Cc1cc(C)cc(Cn2cc(CN3CC(N4CCSCC4)CS3(=O)=O)nn2)c1 (stereo not given),21%
O=C(NCc1cccs1)c1ccc2sc(C3=C[C@@H](O)[C@@H](O)[C@@H](CO)O3)nc2c1,-7%
Cc1cc(OCCn2c(C3CC(=O)N(Cc4ccc(F)cc4)C3)nc3ccccc32)ccc1Cl (stereo not given),-38%
CCOC(=O)C1(C)CCN1C(=O)c1ccc(N(C)C)cc1 (stereo not given),9%
Cc1nc2c(OCc3ccc(F)c(F)c3)cccn2c1N(C)C(=O)CCC1CCCC1,-13%
COc1cccc(NC(=O)C2(C)CCN2Cc2ccc(SC)cc2)c1 (stereo not given),12%
CN1CCN2c3ccccc3CC3(C(=O)OC(C)(C)OC3=O)C2C1 (stereo not given),6%
CC(=O)c1ccc(N2CCN(C(=O)CCc3nnc4n(C)c(=O)c5sccc5n34)CC2)cc1,1%
OC[C@@H]1CN(Cc2ccc(Cl)cc2)C[C@H](n2cnc3c(NC4CCC4)ncnc32)O1,0%
CCNc1nc(NCc2ccco2)c2ccccc2n1,-62%
CCOC(=O)C1(C)CCCN(C(=O)c2ccc(N(C)C)cc2)C1 (stereo not given),2%
CC(C)CN1CCN(C(=O)COC(=O)c2ccc(S(C)(=O)=O)c([N+](=O)[O-])c2)CC1,-77%
Cc1ccc(S(=O)(=O)NCCc2csc(-c3ccc(Cl)cc3)n2)cc1,-33%
CCCOC(=O)CSc1ncnc2sc3c(c12)CCC(C)C3 (stereo not given),21%
CCOc1ccccc1NC(=O)c1cnn2c(C(F)F)cc(-c3ccccc3)nc12,0%
COc1cccc(NC(=O)Nc2nnc([C@@H]3C[C@H](O)[C@@H](CO)O3)s2)c1,15%
COCCN1C(=O)c2ccccc2C1c1nnnn1-c1ccc2c(c1)OCCO2 (stereo not given),10%
Cc1ccc(F)cc1C(=O)N1CCCCC1c1cc(C(=O)NC(C)C)no1 (stereo not given),9%
Cc1ccc(F)cc1-c1nc(NCC2CC2)nc2ccsc12,-4%
CN1CCN(C(c2ccccc2)c2nnnn2C(C)(C)C)CC1 (stereo not given),6%
Cc1ccccc1-c1cc2nc(NCCN3CCCC3)n(C)c(=O)c2s1,100%
CCS(=O)(=O)c1c(S(=O)(=O)CC)c2cc(C(C)(C)C)ccn2c1C(=O)c1ccc(F)cc1,-6%
CCOc1ccc(CNC(=O)C2CCN(c3nc4ccccc4nc3C(F)(F)F)CC2)cc1OC,-8%
Cn1c(=O)c2cc(NC(=O)NCCc3ccccc3)ccc2n1Cc1ccccc1,15%
Cc1ccc(S(=O)(=O)NC(=O)C2(C)CCN2C(=O)C2(c3ccc(Cl)cc3)CC2)nc1 (stereo not given),14%
CN(C)C1CN(Cc2cn(Cc3cccc(Cl)c3)nn2)S(=O)(=O)C1 (stereo not given),16%
CC(C)(C)OC(=O)N1CCCN(C(c2ccnc3ccccc23)c2nnnn2-c2ccc3c(c2)OCCO3)CC1 (stereo not given),-29%
CCCCCn1c(=N)c(S(=O)(=O)c2ccccc2)cc2c(=O)n3cccc(C)c3nc21,6%
CC(=O)Nc1ccc(C(=O)N2CCCC(c3cc(C(=O)NCc4ccccc4)no3)C2)cc1 (stereo not given),-14%
Cc1cc(OC(=O)c2cc(-c3ccc4c(c3)OCCO4)on2)ccc1Cl,-5%
NC(=O)c1cccc(-c2coc3c(C(=O)NCc4cccnc4)cccc23)c1,-24%
Cc1cccc(Cn2c(=O)n3nc(-c4ccccc4)nc3c3ccccc32)c1,-8%
O=C(NCc1ccccn1)[C@@H]1CCCN1C(=O)[C@@H]1CCCN1C(=O)c1cccc(Cl)c1,10%
Cc1ccccc1C(=O)Nc1ccc2nc(SCC(=O)N(C)c3ccccc3)sc2c1,-12%
CC(=O)Nc1cccc(-c2ccnc3c2CC(C)(C(=O)Nc2cccc(Oc4ccccc4)c2)O3)c1 (stereo not given),-66%
COc1cccc(-c2cc3nc(NCCOc4ccccc4Cl)n(C)c(=O)c3s2)c1,0%
Cc1cccc(-n2c3nc(=O)n(C)c(=O)c-3cc3ccc(Cl)cc32)c1C,7%
C/C=C1\NC(=O)[C@H](C)NC(=O)[C@@H](NC(=O)[C@H](Cc2ccc(O)cc2)NC(=O)[C@@H](NC(=O)/C(C)=C/C)C(C)C)[C@@H](C)OC(=O)[C@H](CCCc2ccc(O)cc2)NC(=O)[C@@H](CCC(=O)OC)NC1=O,11%
NC(=O)CSc1nc2c(oc3ccccc32)c(=O)n1Cc1ccccc1,-5%
Cc1cc(C)cc(NC(=O)CSc2cc(C)[nH]c(=O)n2)c1,-2%
Cc1nc(C(F)(F)F)ccc1C(=O)N1CCC1(C)C(=O)NS(=O)(=O)c1ccccc1Cl (stereo not given),0%
CN1CCN([C@@H]2CS(=O)(=O)N[C@H]2COCc2ccccc2)CC1,16%
# More structures follow:
SMILES,BRCA1 expr act
CN(C)c1ncnc2c1ncn2[C@H]1CN(CCN2CCOCC2)C[C@@H](CO)O1,12%
Cc1ccc(C)c(N2CCN(C(=O)Cn3ncc4ccsc4c3=O)CC2)c1,3%
CCOC(=O)[C@]12CCC=C1N(CCC1=CCCCC1)C(=O)[C@H](CC(=O)NCC1CCCCC1)C2,3%
O=C(/C=C/[C@H]1O[C@@H](n2cnc3c(NC(=O)c4ccccc4)ncnc32)[C@H](O)[C@@H]1O)NCc1ccco1,19%
COc1ccccc1-c1nn2c(=O)cc(CN3CCN(S(=O)(=O)c4ccc(C)cc4)CC3)nc2s1,15%
NC(CCc1ccccc1)c1csc(Nc2nncc3ccccc23)n1 (stereo not given),0%
COc1ccc(C(=O)Nc2ccc(-c3nnc4n3CCCCC4)cc2)cc1,-10%
Cc1ccc(NC(=O)C2CCN(S(=O)(=O)c3c(C)noc3C)CC2)c(C)c1,32%
CCCc1nc2ccc(C)cn2c1Cc1ccsc1,?
NC(Cc1ccc(C(F)(F)F)cc1)c1csc(Nc2cnccn2)n1 (stereo not given),6%
Cc1ccccc1C(=O)NC1(C(F)(F)F)N=C(c2ccccc2)N(Cc2ccccc2)C1=O (stereo not given),-3%
COc1ccc2c(CNCc3ccc(C)o3)c(C(=O)O)n(Cc3ccccc3)c2c1,5%
CCc1nc2c(OCC(=O)C(C)(C)C)cccn2c1N(C)C(=O)COc1ccccc1,6%
O=C(Nc1ccc(N2CCOCC2)cc1)c1csc([C@@H]2O[C@H](CO)[C@H](O)[C@H](O)[C@H]2O)n1,11%
Cc1ccc(CNC(=O)Cn2c(=O)ccc3cc(S(=O)(=O)N4CCCC4)ccc32)cc1,14%
CCn1c(SCC(=O)c2ccc([N+](=O)[O-])cc2)nnc1-c1ccc(Cl)cc1,18%
CC1(C(=O)Nc2cccc(NS(C)(=O)=O)c2)CCN1CCc1ccccc1 (stereo not given),-9%
O=C(NCc1ccco1)c1ccc2c(c1)N(Cc1ccc(Cl)cc1)C(=O)c1ccccc1S2=O (stereo not given),-17%
COc1ccccc1N1CCN(C(=O)CCNS(=O)(=O)c2ccc3c(c2)CCN3C(=O)C2CC2)CC1,-21%
COc1ccc(NC(=O)C2(C)Cc3c(-c4ccc(NC(C)=O)cc4)ccnc3O2)cc1 (stereo not given),-4%
CC1(C(=O)Nc2ccc3nc[nH]c3c2)CCN1C(=O)c1ccccc1CCc1ccccc1 (stereo not given),-23%
Cc1ccsc1C(=O)N1CCC1(C)C(=O)NS(=O)(=O)c1ccccc1C(F)(F)F (stereo not given),0%

# Source: PubChem BioAssay

# A portion of the library; count on the stated rates, not on these rows.
